Screening data (PubChem)
Cneo AK release: Cryptococcus neoformans lysis via adenylate kinase release; AID 651654; C. neoformans lysis, adenylate kinase release luminescence, 4 h; normalised: neutral wells 0, clomiphene wells 100; 0.2% of 360,000 active; lysis activity, % at 15 µM;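 active = mean lysis activity across replicates of at least 80%, whatever share of replicates individually reach that level; inactive = mean lysis activity below 80%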
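read-out = cell lysis signal | test system = log-phase Cryptococcus neoformans yeast cells | input = cells at 5 × 10^6 per mL | medium = fresh YPD growth medium | signal = luminescent adenylate kinase detection reagent | timing = 4 h at 37 °C static, read 1 h later | dosing = single dose | controls = Clomiphene as positive lysis control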
PGC1a acetyl inh: PGC1a acetylation modulation, inhibitor mode | AID 651687 | inhibition, % at 15.6 µM | 0.17% of 350,000 active | U2OS PGC1a acetylation, AlphaScreen anti-acetyl-lysine; with virally co-expressed GCN5 acetyltransferase;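 active = every replicate shows inhibition of at least 40%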;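 note: 0% = neutral control wells and 100% = positive control wells; some results beyond the cut were filed as inactive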
RAD52 inh: RAD52 (human) annealing inhibition; P43351; 0.46% of 360,000 active; recombinant RAD52 DNA annealing, FRET fluorescence; inhibition, % at 18.7 µM;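 active = every replicate showing at least 50% inhibition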
RAD54 branch: blocks human RAD54 Holliday junction branch migration | Q92698 | FAM/BHQ fluorescence | inhibition, % at 10.4 µM | 0.14% of 360,000 active | AID 602329;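 active = mean normalized replicate activity at least 40 and at least half of replicates scoring 40 or more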;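 note: 0% = median of neutral control wells and 100% = median of positive control wells; inhibitors cause a drop in the FAM fluorescence signal; in these data hits start at about 50%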
Target sequence (Q92698 whole entry, looked up): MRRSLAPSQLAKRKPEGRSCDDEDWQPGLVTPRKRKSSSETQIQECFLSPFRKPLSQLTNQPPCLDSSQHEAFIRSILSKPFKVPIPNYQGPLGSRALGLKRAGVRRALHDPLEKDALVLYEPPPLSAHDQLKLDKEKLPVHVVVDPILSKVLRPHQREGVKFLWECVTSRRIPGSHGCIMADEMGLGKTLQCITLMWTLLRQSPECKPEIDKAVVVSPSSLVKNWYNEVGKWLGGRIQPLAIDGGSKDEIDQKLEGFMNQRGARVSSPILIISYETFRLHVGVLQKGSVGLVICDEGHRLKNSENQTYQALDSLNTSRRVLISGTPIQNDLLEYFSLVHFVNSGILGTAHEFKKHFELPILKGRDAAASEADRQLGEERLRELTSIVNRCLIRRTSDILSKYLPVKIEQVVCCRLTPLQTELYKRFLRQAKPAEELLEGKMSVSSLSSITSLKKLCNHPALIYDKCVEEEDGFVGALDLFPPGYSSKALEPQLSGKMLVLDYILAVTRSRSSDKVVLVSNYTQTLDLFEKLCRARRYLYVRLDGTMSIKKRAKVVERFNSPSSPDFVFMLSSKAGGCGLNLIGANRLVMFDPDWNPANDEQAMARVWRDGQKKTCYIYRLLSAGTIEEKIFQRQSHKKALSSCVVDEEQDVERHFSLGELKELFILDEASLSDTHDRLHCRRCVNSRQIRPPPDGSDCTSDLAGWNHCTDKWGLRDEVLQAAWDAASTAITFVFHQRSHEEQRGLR
ERAP1 HTS inh: blocks human ERAP1 aminopeptidase activity; 0.15% of 340,000 active; inhibition, % at 10.7 µM; recombinant ERAP1, Leu-AMC fluorescence, 60 min; Q9NZ08;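 active = mean replicate inhibition of at least 30%, or all replicates individually reaching that 30% level; inactive = mean below 30% and not every replicate reaching it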;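 note: 0% = neutral control wells and 100% = L-leucinethiol positive control wells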
E-sel inducer: induces E-selectin expression in human endothelial cells; P16581; HUVEC E-selectin immunofluorescence imaging; normalized: neutral wells 0, TNF-alpha wells 100; activation, % at 7.58 µM; 0.37% of 260,000 active; AID 686992;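 active = mean E-selectin-positive cell signal at least 10% of the positive control, reached in at least 60% of replicates, without over 20% cell loss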;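 note: in these data hits start at about 27%; measured in HUVEC primary endothelial cells; signal is the percent of cells scored E-selectin positive by PE staining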
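Assay system: HUVEC primary endothelial cells. Input: 3,000 HUVEC seeded per well. Doses: one compound dose added by pin transfer. Read-out basis: % PE-positive cells. Benchmarks: TNF-alpha high, DMSO low. Detection: immunofluorescence imaging. Buffer or medium: EGM-2, gelatin.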
miR122 inh: blocks miR-122 activity in Huh7 sensor cells; activation (reporter increase), % at 12.5 µM; Huh7 miR-122 Renilla luciferase sensor, 48 h; neutral wells = 0, positive control = 100; 0.3% of 340,000 active; AID 602342;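 active = mean replicate activation score at least 90 and every replicate individually at or above 90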;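 note: higher luciferase means less miR-122 activity so hits act as miR-122 inhibitors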
PglD DTNB: blocks C. jejuni PglD acetyltransferase activity | purified PglD enzyme, DTNB colorimetric CoA detection | 0.098% of 360,000 active | inhibition, % at 12.5 µM; in the data active = inhibition above about 16%, passing the limit was not always enough; note: strong numbers were not always called active
Numbers without * were called inactive; x = no result given; & = joins results of further samples; [ ] = dose if it differs, or a comment.

SMILES	Cneo AK release	PGC1a acetyl inh	RAD52 inh	RAD54 branch	ERAP1 HTS inh	E-sel inducer	miR122 inh	PglD DTNB
CCOc1ccc(NC(=O)CN(C)C(=O)c2nc3nc(C)cc(C)n3n2)cc1OCC	-1	11	-16	7	-4	x	-2	6
O=C(NC(=S)Nc1ccccc1Br)C1CCC1	18	0	-4	0	2	-0.6	0	-1
CCN(C(=O)CN1CCCCC1)c1c(N)n(Cc2ccccc2)c(=O)[nH]c1=O	1	2	-21	-1	2	0.2	2	1
Cc1ccc(S(=O)(=O)NCC(=O)OC(C)C(=O)NC2CCCCC2C)cc1C (stereo not drawn)	x	-18	-17	-4	-1	-0.4	0	6
CC(C)NC(=O)Nc1ccc2c(c1)C(=O)N([C@H](C)CO)C[C@@H](C)[C@H](CN(C)C(=O)c1ccccc1)OCCCC[C@@H](C)O2	0	3	-5	-2	-1	-0.2	-14[16.7 µM]	0
O=C(C[C@H]1CC[C@@H](NC(=O)CN2CCOCC2)[C@@H](CO)O1)NCCc1ccncc1	0	17	21	-2	0	-0.2	-7[16.7 µM]	2
CC1(C)CC(=O)C=C(c2ccc3c(c2)OCO3)C1	0	-7	x	10	x	1.4	3	8
O=C(C[C@H]1C[C@H]2c3cc(NC(=O)C4CCC4)ccc3O[C@H]2[C@H](CO)O1)NCC(F)(F)F	-3	14	-11	9	0	0.1	5[16.7 µM]	-2
CCC(=O)N1[C@@H](CO)[C@@H](c2ccc(-c3cccc(F)c3)cc2)[C@@H]1CNC(C)=O	-1	-1	x	-1	x	0.0	7[16.7 µM]	-3
CC(C)NC(=O)CSCc1c(F)cccc1Cl	5	-1	x	-6	x	x	-3	2
Cc1c(NS(=O)(=O)c2ccc(C(=O)N(C)Cc3cccc(Cl)c3Cl)cc2)c(=O)n(-c2ccccc2)n1C	0	8	-8	3	0	x	4	0
COc1nc(-c2ccccc2)nc(-c2ccccc2)c1C	-1	7	-1	-9	-3	0.7	-2	-10
CSCCC(NS(=O)(=O)c1ccccc1F)C(=O)NCC(c1ccc(F)cc1)N1CCOCC1 (stereo not drawn)	x	-8	-2	-9	1	-0.9	0	-2
O=S(=O)(c1cc(Cl)ccc1Cl)n1nnc2ccccc21	1	0	x	1	x	x	-3	-1
COC(=O)c1ccc(S(=O)(=O)N2CCCC2)o1	3	-5	x	4	x	x	-1	-2
COc1ccc([C@H]2CC(=O)C=C(c3cc(C=O)ccc3OC)C2)cc1	-1	-4	-29	0	1	0.3	2	-3
C/C=C/c1cnc2c(c1)C(=O)N([C@@H](C)CO)C[C@H](C)[C@@H](CN(C)C(=O)Nc1ccc(F)cc1)O2	3	-11	-5	7	-4	1.8	0[16.7 µM]	4
CCC(=O)N1CC2(C1)[C@H](c1ccccc1)[C@@H](CO)N2C(=O)c1ccncc1	x	-1	-8	x	1	0.3	x	x
CC1(C)C(=O)Nc2ccccc2N1C(=O)COC(=O)c1cc(S(C)(=O)=O)ccc1Cl	1	-10	-5	1	1	0.1	-9	0
Cc1ccc(S(=O)(=O)N(CCC(=O)NCc2ccc(S(N)(=O)=O)cc2)c2ccccc2)cc1	0	x	-5	-4	0	x	17	-1
O=C(NCc1cn2ccsc2n1)Nc1ccc(Cl)cc1	0	-3	x	0	x	x	6	8
N/C(CS(=O)(=O)c1ccccc1)=N\OC(=O)c1ccc(F)cc1	-1	-9	-15	-7	-2	0.6	3	-3
C[C@H](CO)N1C[C@H](C)[C@H](CN(C)C(=O)CN2CCOCC2)Oc2ncc(C3=CCCCC3)cc2C1=O	2	-4	-1	8	-1	0.1	x	-3
COc1cccc(/C=C2\SC(=S)N(CCC(=O)N3CCCCC3)C2=O)c1	0	2	-9	7	-3	-0.2	x	-7
O=C(OCc1nnc(-c2ccccc2)o1)c1ccc2c(c1)OCCO2	-3	4	x	-3	x	x	0	-2
SMILES	Cneo AK release	PGC1a acetyl inh	RAD52 inh	RAD54 branch	ERAP1 HTS inh	E-sel inducer	miR122 inh	PglD DTNB
CC1(C)Cc2c(sc3[nH]c(=S)[nH]c(=O)c23)CO1	0	-4	-4	0	1	-1.0	-4	5
COc1ccc(C(=O)CC(=O)C(=O)Nc2cc(OC)c(OC)c(OC)c2)cc1	-1	-5	-25	-8	1	0.3	-4	-4
Cc1ccc(CN(C)C(=O)CCc2nc3sc4c(c3c(=O)[nH]2)CCCC4)o1	-2	x	-50	-2	2	3.1	-3	-1
CCN(CC)S(=O)(=O)c1ccc(C)c(NC(=O)CN2C(=O)NC3(CCCC3)C2=O)c1	5	x	-10	-2	-4	-0.2	x	4
NS(=O)(=O)c1ccc(CNC(=O)Cc2cccs2)cc1	1	x	-2	-8	-1	0.1	x	1
COc1cccc(C(=O)N2CCN(Cc3cc(Br)ccc3OC)CC2)c1	3	-57	x	1	x	x	9	-2
C[C@@H]1CCCCO[C@H](CN(C)C(=O)Cc2ccccc2)[C@@H](C)CN([C@H](C)CO)C(=O)c2cc(NS(C)(=O)=O)ccc2O1	3	-6	0	1	0	0.2	8[16.7 µM]	0
COc1ccc2nc(SC(C)C(=O)NC3CCCCC3)[nH]c2c1 (stereo not drawn)	1	-3	-12	-4	-3	x	-2	-7
Cn1c(SCC(=O)Nc2nccs2)nnc1-c1ccc(S(=O)(=O)N2CCCC2)cc1	1	-18	x	-8	x	x	-6	5
CCCC(=O)Nc1ccc2c(c1)C(=O)N(C)C[C@@H](OC)[C@H](C)CN(CCC)[C@@H](C)CO2	2	x	10	12	-2	-0.1	1[16.7 µM]	-3
C[C@H]1CN([C@@H](C)CO)C(=O)c2cc(NS(=O)(=O)c3ccccc3)ccc2O[C@H]1CN(C)S(C)(=O)=O	-3	12	4	-9	-2	-0.5	-25[16.7 µM]	-3
O=C1C=C(c2ccc3c(c2)oc2ccccc23)C[C@@H](c2ccc3c(c2)OCO3)C1	7	8	-41	4	x	0.0	-2	0
Cc1ccc([C@H]2N[C@]3(CCCN(Cc4ccc(F)cc4)C3=O)[C@H]3C(=O)N(Cc4ccccc4)C(=O)[C@@H]23)cc1	-1	1	-3	-2	-1	-0.1	-5	-6
O=C(NC(=S)N1CCCCCC1)c1cccc([N+](=O)[O-])c1	5	x	-7	10	-3	x	x	-1
Cc1nc(SCC(=O)Nc2ccc3c(c2)OCO3)c(C#N)c2c1CCCC2	-3	-10	x	-4	x	x	-5	4
COc1c(Cl)cc(C(=O)O)cc1Cl	1	9	-19	4	5	x	4	7
C[C@H]1CN([C@@H](C)CO)C(=O)Cc2cc(NC(=O)NC3CCCCC3)ccc2O[C@H]1CN(C)S(=O)(=O)c1ccc(F)cc1	0	2	14	9	1	0.9	-6[16.7 µM]	-4
O=C(COc1ncnc2c(Cl)cc(Cl)cc12)NCCC1=CCCCC1	-3	x	-11	-7	2	x	x	-2
COc1ccc(S(=O)(=O)N(C)C[C@@H]2OCCCC[C@@H](C)Oc3ccc(NS(=O)(=O)c4ccc(C)cc4)cc3C(=O)N([C@H](C)CO)C[C@@H]2C)cc1	-1	3	1	-8	-3	-0.1	1[16.7 µM]	-1
COc1ccc(CCNC(=S)N2CCC(C(N)=O)CC2)cc1	-3	1	-13	0	-4	x	2	-2
O=C(Cn1ccc([N+](=O)[O-])n1)Nc1nccs1	8	3	2	-4	3	-0.1	-5	6
O=C(CSc1nc(O)cc(=O)[nH]1)N1CCOCC1	-3	x	-35	-5	3	0.0	x	8
CSc1nnc([C@@H](NC(=O)OC(C)(C)C)C(C)C)o1	-4	-2	x	10	x	x	5	4
Cn1c(CNC(=O)c2ccccc2F)nnc1SCC(=O)c1ccccc1	1	-15	-4	8	2	-0.7	x	-1
c1ccc2c(c1)CCc1c(-c3ccncc3)n[nH]c1-2	-1	0	2	23	7	0.7	-7	-3

3 entries from above, with values under each structure:
Below each compound – Cneo AK release	PGC1a acetyl inh	RAD52 inh	RAD54 branch	ERAP1 HTS inh	E-sel inducer	miR122 inh	PglD DTNB
O=C1C=C(c2ccc3c(c2)oc2ccccc23)C[C@@H](c2ccc3c(c2)OCO3)C1
→ 7	8	-41	4	x	0.0	-2	0
Cc1ccc([C@H]2N[C@]3(CCCN(Cc4ccc(F)cc4)C3=O)[C@H]3C(=O)N(Cc4ccccc4)C(=O)[C@@H]23)cc1
→ -1	1	-3	-2	-1	-0.1	-5	-6
O=C(NC(=S)N1CCCCCC1)c1cccc([N+](=O)[O-])c1
→ 5	x	-7	10	-3	x	x	-1

(more compounds)
SMILES	Cneo AK release	PGC1a acetyl inh	RAD52 inh	RAD54 branch	ERAP1 HTS inh	E-sel inducer	miR122 inh	PglD DTNB
CCOC(=O)N1CCN(C(=O)CN(c2ccc(OC)cc2)S(C)(=O)=O)CC1	1	x	-6	5	-2	x	-7	-2
O=C1CN(S(=O)(=O)c2ccccc2)C[C@@H]2[C@H](c3ccc(C#Cc4ccccc4)cc3)[C@H](CO)N12	x	-8	-15	x	-1	-0.6	x	x
C[C@H]1CN([C@@H](C)CO)C(=O)c2cc(NC(=O)Nc3ccc(C(F)(F)F)cc3)ccc2O[C@@H]1CN(C)Cc1ccc(C(=O)O)cc1	0	2	9	1	0	0.1	-7[16.7 µM]	0
CCOC(=O)C1C(=O)CC(C)(O)C(C(=O)OCC)C1c1ccc(F)cc1 (stereo not drawn)	1	5	x	4	x	x	-1	-3
CC(=O)NCC12CC3CC(C1)CC(C(=O)O)(C3)C2	-1	3	x	3	x	x	9	0
Cn1c(=O)c2c(nc(NCc3ccco3)n2C/C=C/c2ccccc2)n(C)c1=O	0	19	x	-5	x	x	1	-8
Cc1ccc(Cl)cc1NC(=O)C1CCCN1S(=O)(=O)c1ccc(-c2ccc(=O)[nH]n2)s1 (stereo not drawn)	-3	10	-46	8	-1	4.4	-3	3
O=C(NC(=S)N1CCCC1)c1ccc(Cl)cc1	4	x	5	-2	0	0.0	x	4
Cc1ccc(Nc2c(-c3ccco3)nc3ccccn23)cc1	4	x	-13	-2	1	-1.1	-1	-1
Cc1cc(SCC(=O)Nc2cccc(S(=O)(=O)NC3=NCCCCC3)c2)nc2ccccc12	-1	-8	-45	-3	-3	-0.9	5	2
CCOC(=O)C1=C(C)N(C)C(=O)NC1c1cccc([N+](=O)[O-])c1 (stereo not drawn)	7	x	-10	5	x	-0.2	x	-1
COC(=O)N(C)C[C@@H]1OCc2ccccc2-c2c(n(C)c3ccccc23)C(=O)N([C@@H](C)CO)C[C@H]1C	-1	-1	3	7	0	0.0	x	0
Cc1cc(C)n(Cc2ccc(C(=O)NCCC3=CCCCC3)o2)n1	-2	-20	x	-10	x	x	6	1
C[C@@H]1CN([C@@H](C)CO)C(=O)c2cc(NC(=O)CCCN(C)C)ccc2O[C@@H](C)CCCCO[C@@H]1CN(C)C(=O)Nc1ccccc1	-6	-1	-19	6	1	-0.1	0[16.7 µM]	-2
COc1ccccc1-c1nc(-c2ccc(Br)cc2)no1	0	x	x	-10	x	x	7	1
O=C(C[C@@H]1CC[C@@H](NC(=O)c2ccc3c(c2)OCO3)[C@@H](CO)O1)NCc1ccc(Cl)cc1	-4	0	0	2	-2	-0.5	x	-6
CCN(CCO)C(=O)c1ccc2nc(Cc3cccc(Cl)c3)oc2c1	-1	5	-9	-6	1	0.2	-4	-2
COC(=O)c1cccnc1NC(=S)NNC(=O)c1ccncc1	0	x	-2	3	3	x	0	2
CC(C)CC(C(=O)OCC(=O)N1CCN(c2ccccc2)CC1)N1C(=O)c2ccccc2C1=O (stereo not drawn)	0	x	-19	-12	-1	0.3	x	-3
C[C@@H]1CN([C@H](C)CO)S(=O)(=O)c2ccc(C#Cc3ccccc3)cc2O[C@@H]1CN(C)C(=O)CN(C)C	1&1&5	-12&-4&-14	68*	17&13&5	1&0&1	0.7	-16	-4&-3&26
